High-throughput results as filed in PubChem BioAssay.
Mtb BioA inh = inhibitors of Mycobacterium tuberculosis BioA enzyme; purified M. tuberculosis BioA enzyme, plate reader; inhibition, % at 9.99 µM; 360,000 compounds, 0.096% hits; AID 602481; in the data active = inhibition above about 40%; inconclusive = no clear call, values can overlap the other calls
BoNT F protease = inhibitors of Botulinum neurotoxin F light chain protease. Multiplex microsphere protease cleavage assay, flow cytometry. inhibition, % at 10 µM. 360,000 compounds, 0.22% hits; in the data active = inhibition above about 35%, passing the limit was not always enough; inconclusive = no clear call, values can overlap the other calls; also: plate controls were buffer without enzyme for full effect and enzyme alone for no effect
GDH-TPI inh = GDH-TPI coupled enzyme inhibition counter-screen. AID 588335. inhibition, % at 4.8 µM. GDH-TPI coupled enzyme counterscreen, NADH absorbance. 360,000 compounds, 1.2% hits; in the data active = inhibition above about 30%;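 also: 0% = DMSO wells and 100% = wells lacking the enzyme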
FadD28 binding = inhibitors of Mycobacterium tuberculosis FadD28 bisubstrate binding | inhibition, % at 12.5 µM | 360,000 compounds, 0.22% hits | AID 588549 | FadD28 bisubstrate probe binding, fluorescence polarization; in the data active = inhibition above about 8.5%, passing the limit was not always enough; inconclusive = no clear call, values can overlap the other calls
MazEF act = MazEF (E. coli) toxin RNase activation; P0AE70; FAM/BHQ RNA-DNA oligo cleavage fluorescence, 5 h; activation, % at 20 µM; 350,000 compounds, 0.32% hits; AID 504720; in the data active = activation above about 50%
Target sequence (P0AE70 whole entry, looked up): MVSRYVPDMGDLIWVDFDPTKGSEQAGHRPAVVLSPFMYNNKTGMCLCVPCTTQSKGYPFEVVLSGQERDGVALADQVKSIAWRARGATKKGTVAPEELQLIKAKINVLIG
FBA Mtb inh = Mtb fructose-bisphosphate aldolase inhibition; purified M. tuberculosis FBA, fluorescence read-out; inhibition, % at 1 µM; 360,000 compounds, 2.3% hits; AID 588726; in the data active = inhibition above about 27%;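 also: 0% = vehicle and 100% = reference inhibitor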
Target sequence (P9WQA3 whole entry, looked up): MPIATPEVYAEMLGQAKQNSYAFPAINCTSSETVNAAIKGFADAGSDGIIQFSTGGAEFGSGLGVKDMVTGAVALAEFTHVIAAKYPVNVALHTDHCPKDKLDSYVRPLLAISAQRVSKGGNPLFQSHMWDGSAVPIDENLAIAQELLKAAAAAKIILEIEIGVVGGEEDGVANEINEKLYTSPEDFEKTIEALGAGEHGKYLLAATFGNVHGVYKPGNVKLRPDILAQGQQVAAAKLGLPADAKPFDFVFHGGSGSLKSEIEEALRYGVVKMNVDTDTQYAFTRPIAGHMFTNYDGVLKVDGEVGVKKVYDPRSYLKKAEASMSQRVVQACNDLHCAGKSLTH
PrPC TRFRET = inhibitors of human cell surface prion protein PrPC; inhibition, % at 13.8 µM; TR-FRET read-out; 370,000 compounds, 0.43% hits; in the data active = inhibition above about 24%; also: 0% = median of the test wells and 100% = reference compound wells
UGM FP inh = inhibitors of M. tuberculosis UDP-galactopyranose mutase; 320,000 compounds, 0.06% hits; purified UGM, fluorescence polarization probe displacement; inhibition, % at 10 µM; AID 504406; P9WIQ1; in the data active = inhibition above about 10%, passing the limit was not always enough; inconclusive = no clear call, values can overlap the other calls
Rv3671c inh = Rv3671c (M. tuberculosis) protease inhibition; inhibition, % at 5.96 µM; 320,000 compounds, 0.048% hits; AID 2606; in the data active = inhibition above about 38%;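 also: extracellular domain of Rv3671c used as enzyme; 0% = enzyme with DMSO and 100% = no enzyme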
Target sequence (P9WHR9 whole entry, looked up, the tested form may be a part): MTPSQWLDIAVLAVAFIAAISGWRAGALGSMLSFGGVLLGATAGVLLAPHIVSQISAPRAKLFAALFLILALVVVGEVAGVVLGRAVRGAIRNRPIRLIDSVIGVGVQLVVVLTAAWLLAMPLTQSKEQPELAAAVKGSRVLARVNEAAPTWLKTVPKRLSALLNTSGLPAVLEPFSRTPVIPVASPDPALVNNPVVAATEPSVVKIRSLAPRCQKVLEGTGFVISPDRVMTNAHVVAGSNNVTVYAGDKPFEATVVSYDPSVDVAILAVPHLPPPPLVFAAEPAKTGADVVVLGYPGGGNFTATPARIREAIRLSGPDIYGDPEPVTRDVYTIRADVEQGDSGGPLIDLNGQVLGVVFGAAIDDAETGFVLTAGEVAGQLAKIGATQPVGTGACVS
An asterisk follows results filed as active; ? = inconclusive; . = no result given.

SMILES	Mtb BioA inh	BoNT F protease	GDH-TPI inh	FadD28 binding	MazEF act	FBA Mtb inh	PrPC TRFRET	UGM FP inh	Rv3671c inh
CC(=O)N/C(=N/c1nc(C)cc(C)n1)Nc1ccc(NC(C)=O)cc1	0.5	-33	-1	-3.7	9	-3	2	-0.2	2
CCNC(=O)NC(=O)COC(=O)CCc1nc(=O)c2ccccc2n1C	.	0	2	-0.5	6	5	-1	-0.2	1
CCN(CC)S(=O)(=O)c1cc(NS(=O)(=O)c2ccc(Cl)c(C(=O)O)c2)ccc1C	-0.7	2	-1	-4.3	3	-2	5	3.4	7
O=C(Nc1ccon1)c1ccc(OC2CCCC2)cc1	-0.6	-2	4	-1.7	-6	0	16	0.2	-1
O=c1c(-c2ccccc2)c(O)c2c(n1-c1ccccc1)CCCC2	.	0	-4	-1.6	14	3	-4	8.3	14
COc1ccc(C(CNc2ncnc3sccc23)N(C)C)cc1OC (stereo not given)	.	-14	0	-0.8	9	0	-3	-0.1	-3
CCN(CC)c1ncnc2ccc(Br)cc12	-1.0	3	5	-4.5	-4	1	39*	4.5	2
CC(=O)Oc1ccc(C2C3=C(CC(C)(C)CC3=O)Nc3cc4c(cc32)OCCO4)cc1 (stereo not given)	.	1	43*	-3.0	5	47*	6	0.5	4
C#CCCOC(=O)N1C2=NC(C(=O)OC)=C(C(=O)OC)[C@@H]3N(CC=C)c4ccccc4[C@]23C[C@H]1C(=O)OC	0.0	5	7	-3.0	2	0	-4	-0.1	-3
CCCCSc1nnc(-c2ccccc2N)c(=O)[nH]1	1.2	1	13	-1.7	-1	-1	4	-1.3	-3
O=C(CN1c2cccc3cccc(c23)S1(=O)=O)Nc1c(F)c(F)c(F)c(F)c1F	-3.1	-4	5	-0.9	2	5	-11	-5.1	6
O=C(N[C@@H](Cc1ccc(O)cc1)C(=O)O)c1ccc(C(F)(F)F)cc1	-0.9	-5	3	-4.1	0	-2	2	-2.1	-1
O=C(NNC(=O)C1CC1)c1cc(Cl)nc2ccccc12	-0.7	-9	3	-2.4	4	-1	4	-0.5	-9
COC(=O)CCC(=O)N1CCCC(CNS(=O)(=O)c2ccc(OC)cc2)C1 (stereo not given)	.	0	-8	-2.5	8	-2	3	0.5	1
CCOC(=O)c1cc(CC)sc1NC(=O)CC1SC(N)=NC1=O (stereo not given)	.	-5	5	-3.6	6	3	0	-2.0	5
CCN(CC)CC(O)Cn1c(C)c(-c2ccccc2)c2cc([N+](=O)[O-])ccc21 (stereo not given)	-2.2	-6	17	-2.9	34	2	-14	0.6	-14
O=C(COc1ncnc2ccccc12)Nc1cccc(S(=O)(=O)N2CCOCC2)c1	0.9	11	-16	-1.8	11	-3	7	-1.0	0
O=C(CC1C(=O)NCCN1C(=O)c1ccc([N+](=O)[O-])cc1)Nc1cccc(Cl)c1 (stereo not given)	-0.5	-12	8	-2.9	0	4	-25	1.0	3
O=C(c1c[nH]c2ccccc12)N1CCN(Cc2ccccc2)CC1	.	0	1	2.3	2	-3	4	3.6	-9
Cc1ccc(NS(=O)(=O)c2ccc(CCC(=O)NCc3ccccn3)cc2)cc1	1.0	-2	-3	-2.8	9	-4	-1	-0.1	2
CCCCCC(=O)Nc1ccc(-c2cn3cccnc3n2)cc1	-0.9	1	7	-4.1	7	131*	3	1.2	3
CNC(=S)N1CCN(C(c2ccccc2)c2ccccc2)CC1	.	-4	8	-2.8	-1	8	-2	-0.5	1
COc1ccc(-c2[nH][nH]c(=O)c2NC(=O)c2ccc(C)cc2)cc1	2.2	3	.	-4.2	.	3	1	.	.
CN(C(=O)/C=C/c1ccc([N+](=O)[O-])s1)c1ccccc1	1.5	8	14	-1.2	-31	0	-24	0.3	6
CCCc1nc(SCC(=O)c2ccccc2)c2c(=O)n(C)c(=O)n(C)c2n1	-0.6	-2	9	-5.9	-2	-1	-5	-0.1	1
NS(=O)(=O)c1ccc(NC(=O)Cn2nc(C(=O)O)c3ccccc3c2=O)cc1	-0.6	-16	-8	-3.7	9	0	2	0.9	5
O=c1[nH]c2ccccc2n1C1CCN(C(c2nnnn2-c2ccc3c(c2)OCCO3)C2CC2)CC1 (stereo not given)	-8.2	-9	.	-1.3	.	0	-2	.	.
O=Cc1cn(CC(=O)N2CCc3ccccc32)c2ccccc12	.	-10	-2	-4.6	6	-2	-1	1.4	-4
CCC/C=C/c1ccc(CN2C(CC(C)C)C(=O)N(Cc3cn(CCC4OCCCO4)nn3)CCS2(=O)=O)cc1 (stereo not given)	0.0	-2	-8	-3.1	-6	-3	-9	.	.
O=C1C=CC(=NN=C(c2ccccc2)c2ccccc2)C=C1	.	-3	.	-1.1	.	32*	-4	.	.
CC1CCc2sc3c(c2C1)c1ncnn1c(=O)n3CC(=O)c1ccc(Br)cc1 (stereo not given)	.	-5	4	-2.6	-27	-2	4	-0.5	-3
Cc1cccc(Nc2nnc(SCC(=O)Nc3cccnc3Cl)s2)c1	.	-2	-3	-5.0	4	2	-2	.	0
COc1cc(N)c(Cl)cc1C(=O)OCC(=O)NC(=O)NCc1ccco1	-1.3	-3	12	-2.3	12	-2	-6	-2.0	-7
CCOC(=O)C1CCN(C(=O)CNC(=O)c2nn(-c3ccc(OC)cc3)c(=O)c3ccccc23)CC1	-0.6	-12	4	-0.3	1	-1	-3	0.0	6
Cc1ccc(NC(=O)CCNS(=O)(=O)c2ccc(OC(F)(F)F)cc2)c(O)c1	-0.7	-8	-6	-3.3	4	0	5	2.2	-5
CN(C)[C@@H](CO)c1nnc([C@H](CCC(=O)O)NC(=O)C2CCNCC2)o1	-0.3	6	5	0.0	5	1	-3	-0.2	8

Given with values under each structure: twelve of the compounds above.
The line under a structure holds: Mtb BioA inh, BoNT F protease, GDH-TPI inh, FadD28 binding, MazEF act, FBA Mtb inh, PrPC TRFRET, UGM FP inh, Rv3671c inh
CCCc1nc(SCC(=O)c2ccccc2)c2c(=O)n(C)c(=O)n(C)c2n1
→ -0.6, -2, 9, -5.9, -2, -1, -5, -0.1, 1
NS(=O)(=O)c1ccc(NC(=O)Cn2nc(C(=O)O)c3ccccc3c2=O)cc1
→ -0.6, -16, -8, -3.7, 9, 0, 2, 0.9, 5
O=c1[nH]c2ccccc2n1C1CCN(C(c2nnnn2-c2ccc3c(c2)OCCO3)C2CC2)CC1 (stereo not given)
→ -8.2, -9, ., -1.3, ., 0, -2, ., .
O=Cc1cn(CC(=O)N2CCc3ccccc32)c2ccccc12
→ ., -10, -2, -4.6, 6, -2, -1, 1.4, -4
CCC/C=C/c1ccc(CN2C(CC(C)C)C(=O)N(Cc3cn(CCC4OCCCO4)nn3)CCS2(=O)=O)cc1 (stereo not given)
→ 0.0, -2, -8, -3.1, -6, -3, -9, ., .
O=C1C=CC(=NN=C(c2ccccc2)c2ccccc2)C=C1
→ ., -3, ., -1.1, ., 32*, -4, ., .
CC1CCc2sc3c(c2C1)c1ncnn1c(=O)n3CC(=O)c1ccc(Br)cc1 (stereo not given)
→ ., -5, 4, -2.6, -27, -2, 4, -0.5, -3
Cc1cccc(Nc2nnc(SCC(=O)Nc3cccnc3Cl)s2)c1
→ ., -2, -3, -5.0, 4, 2, -2, ., 0
COc1cc(N)c(Cl)cc1C(=O)OCC(=O)NC(=O)NCc1ccco1
→ -1.3, -3, 12, -2.3, 12, -2, -6, -2.0, -7
CCOC(=O)C1CCN(C(=O)CNC(=O)c2nn(-c3ccc(OC)cc3)c(=O)c3ccccc23)CC1
→ -0.6, -12, 4, -0.3, 1, -1, -3, 0.0, 6
Cc1ccc(NC(=O)CCNS(=O)(=O)c2ccc(OC(F)(F)F)cc2)c(O)c1
→ -0.7, -8, -6, -3.3, 4, 0, 5, 2.2, -5
CN(C)[C@@H](CO)c1nnc([C@H](CCC(=O)O)NC(=O)C2CCNCC2)o1
→ -0.3, 6, 5, 0.0, 5, 1, -3, -0.2, 8

Further structures:
SMILES	Mtb BioA inh	BoNT F protease	GDH-TPI inh	FadD28 binding	MazEF act	FBA Mtb inh	PrPC TRFRET	UGM FP inh	Rv3671c inh
CN(c1ccccc1)S(=O)(=O)c1ccc(C(=O)OCC(=O)N2CCOCC2)cc1	-1.1	-18	7	-2.4	-2	-1	-1	-0.4	-2
COc1ccc(CNC(=O)c2cc(-c3ccco3)on2)cc1	0.2	3	4	-3.1	-3	-1	-4	-1.1	1
CN(C(=O)CN1CCN(c2cc(-c3cccc4oc5ccccc5c34)ncn2)CC1)c1ccccc1	-0.4	0	0	-3.8	.	-3	-11	.	.
c1ccc2c(CCNC3=NCCC3)c[nH]c2c1	-0.5	-11	-6	-2.5	2	0	1	-0.4	2
Cc1ccc(C(=O)CN2C(=O)NC3(CCCCC3C)C2=O)s1 (stereo not given)	-0.9	.	2	-1.5	0	0	-4	-6.2	1
COc1ccc2c(c1)SCCC2=O	.	6	-7	0.0	3	12	0	1.8	-4
O=C(OCC(O)C1OC(c2ccccc2)OC(COC(=O)c2ccccc2)C1O)c1ccccc1 (stereo not given)	.	-2	.	-0.8	.	1	-3	.	.
COc1cccc(NS(=O)(=O)c2ccc3c(c2)NC(=O)C(C)C(=O)N3)c1 (stereo not given)	-0.6	-5	-1	-2.9	-4	-2	7	-0.1	4
COc1ccc(C(CNC(=O)COc2ccc(Br)cc2F)N2CCCC2)cc1 (stereo not given)	.	-5	6	-2.2	3	-1	0	1.5	-5
Cc1ccc(NC(=O)C(C)OC(=O)CCC2CCCCC2)cc1 (stereo not given)	-3.7	4	4	0.6	-12	2	-6	3.7	-3
Nc1ccccc1SCC(=O)Nc1ccc2c(c1)OCO2	0.4	6	8	2.0	7	1	15	0.3	1
O=C(NC1CCCN(CCc2ccccc2)C1)c1c(F)cccc1F (stereo not given)	2.0	?	8	0.1	6	-1	-4	-2.1	8

The list goes on (2 carried over from the part before).
SMILES	Mtb BioA inh	BoNT F protease	GDH-TPI inh	FadD28 binding	MazEF act	FBA Mtb inh	PrPC TRFRET	UGM FP inh	Rv3671c inh
Nc1ccccc1SCC(=O)Nc1ccc2c(c1)OCO2	0.4	6	8	2.0	7	1	15	0.3	1
O=C(NC1CCCN(CCc2ccccc2)C1)c1c(F)cccc1F (stereo not given)	2.0	?	8	0.1	6	-1	-4	-2.1	8
CCC(=O)c1ccc(SC(=O)N(C)C)cc1O	0.9	0	8	-0.6	9	-2	5	2.9	6
CCOC(=O)c1c(C)nsc1NCc1ccccc1	.	-3	-10	-4.8	-8	2	6	0.6	8
Clc1ccccc1Cn1nnc2c(NCC3CC3)ncnc21	-0.7	12	4	-1.6	7	2	0	0.8	0
CC1CN(Cc2c(O)ccc3c2oc(=O)c2ccccc23)CC(C)O1 (stereo not given)	2.9	-1	17	-1.9	17	5	8	2.0	4
CC(C)(C)Oc1ncc(Br)c(OC(C)(C)C)n1	-0.7	7	9	-0.5	2	-1	-2	-0.7	-4
O=C1C=C(Nc2ccc(Cl)cc2)CC(c2ccc(Cl)cc2)C1 (stereo not given)	14	5	14	-1.8	6	-1	9	-2.4	-4
CC1CCCN(C(=O)c2ccc3c(c2NCCO)C(=O)c2ccccc2C3=O)C1 (stereo not given)	.	-6	1	-0.6	12	-6	-71	2.0	5
CCN1C(=O)C(O)(C2COC(C)(C)CC2=O)c2ccccc21 (stereo not given)	-0.3	6	-5	-1.1	1	0	0	4.2	3
C/C(=N\NC(=O)CSc1nnc(C)s1)c1ccc(Cl)cc1	2.7	-6	8	-3.3	3	-2	-1	-1.7	0
CCCCn1c(N)c(N(CC(C)C)C(=O)CC2OC(=O)c3ccccc32)c(=O)[nH]c1=O (stereo not given)	0.3	-2	-1	-1.6	2	2	-8	-2.3	3
